CRFBP-R2 agonist = agonists of human CRF-binding protein/CRF-R2 receptor complex; HEK293 CRF-R2/CRF-BP, calcium dye fluorescence (FLIPR); percent of saturating CRF peptide response; activation, % at 13.2 µM; 350,000 compounds, 0.46% hits;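 active = activation of at least 50%, plus an integration ratio under a set limit after plate pattern correction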;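 note: plate controls were neutral control wells without compound for no effect and CRF at EC100 for full effect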
M4 antag = blocks acetylcholine activation of human M4 receptor; P08173; CHO-hM4 cells, ACh EC80, Fluo-8 calcium fluorescence; inhibition, % at 3 µM; 360,000 compounds, 0.73% hits;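 active = inhibition above its plate's cutoff, the mean inhibition of sample wells plus 3 SD, cut at about 27% in these data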;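 note: 0% = acetylcholine EC80 with DMSO and 100% = DMSO without agonist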
Target sequence (P08173 whole entry, looked up): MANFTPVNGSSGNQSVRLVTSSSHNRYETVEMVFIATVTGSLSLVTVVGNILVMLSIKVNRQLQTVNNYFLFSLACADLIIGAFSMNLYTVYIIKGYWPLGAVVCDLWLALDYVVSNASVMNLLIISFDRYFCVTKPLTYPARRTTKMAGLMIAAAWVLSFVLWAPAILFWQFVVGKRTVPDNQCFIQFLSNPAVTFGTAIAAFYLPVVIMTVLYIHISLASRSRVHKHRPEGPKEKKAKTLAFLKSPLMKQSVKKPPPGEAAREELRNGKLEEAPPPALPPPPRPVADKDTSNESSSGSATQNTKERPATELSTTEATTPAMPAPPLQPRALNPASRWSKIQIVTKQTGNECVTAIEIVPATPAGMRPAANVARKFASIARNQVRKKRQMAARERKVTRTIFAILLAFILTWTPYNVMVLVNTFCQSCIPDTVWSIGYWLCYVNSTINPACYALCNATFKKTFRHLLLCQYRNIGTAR
M4 ag = CHRM4 agonism in calcium assay | 360,000 compounds, 0.14% hits | activation, % at 3 µM | CHO-K1 hM4/Gqi5, Fluo-8 calcium fluorescence; vehicle 0%, full acetylcholine response 100% | P08173;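 active = activation above the run mean over all test wells plus 3 SD, cut at about 32% in these data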;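 note: peak over basal fluorescence ratio per well then scaled between controls; 0% = DMSO wells and 100% = acetylcholine at EC100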
M4 PAM = positive allosteric modulators of human muscarinic M4 receptor; activation, % at 3 µM; AID 624126; 360,000 compounds, 0.4% hits; CHO-K1 hM4/Gqi5, Fluo-8 calcium fluorescence, ACh EC20; 0% = ACh EC20, 100% = maximal ACh;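 active = activation above its plate's cutoff, the mean activation of sample wells plus 3 SD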; note: some results filed as inactive read as strong as hits
M1 PAM = potentiates human M1 receptor response to acetylcholine; CHO-K1 hM1, Fluo-8 calcium fluorescence, ACh EC20; 0% = ACh EC20, 100% = maximal ACh; AID 588819; activation, % at 3 µM; P11229; 360,000 compounds, 0.088% hits; in the data active = activation above about 19%, passing the limit was not always enough
Target sequence (P11229 whole entry, looked up): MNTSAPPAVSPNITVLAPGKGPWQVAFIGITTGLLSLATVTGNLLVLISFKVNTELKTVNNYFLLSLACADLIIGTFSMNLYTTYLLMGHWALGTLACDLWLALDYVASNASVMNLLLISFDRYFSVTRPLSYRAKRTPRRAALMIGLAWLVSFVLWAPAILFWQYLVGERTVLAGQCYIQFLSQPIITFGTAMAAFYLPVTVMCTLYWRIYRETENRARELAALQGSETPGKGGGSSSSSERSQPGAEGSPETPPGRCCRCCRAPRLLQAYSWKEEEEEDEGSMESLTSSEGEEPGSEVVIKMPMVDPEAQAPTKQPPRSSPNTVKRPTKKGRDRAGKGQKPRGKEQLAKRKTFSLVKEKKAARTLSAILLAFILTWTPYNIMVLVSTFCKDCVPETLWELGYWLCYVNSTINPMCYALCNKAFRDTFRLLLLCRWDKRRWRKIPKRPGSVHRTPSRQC
CHRM5 agonist = agonists of human muscarinic M5 receptor (CHRM5); P08912; 360,000 compounds, 0.19% hits; CHO-K1 hM5 cells, Fluo-8 calcium fluorescence; 0% DMSO wells, 100% maximal acetylcholine response; AID 624037; activation, % at 3 µM;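 active = activation above the run's mean over test compounds plus 3 SD, cut at about 23% in these data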;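 note: signal is peak over basal fluorescence ratio across the kinetic read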
CHRM5 PAM = CHRM5 positive allosteric modulation; AID 624038; activation, % at 3 µM; CHO-K1 hM5, Fluo-8 calcium, ACh EC20 PAM; 0% = ACh EC20, 100% = ACh EC100; 360,000 compounds, 0.3% hits; P08912;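 active = activation above the run cutoff, the mean activation of all test compounds plus 3 SD, cut at about 18% in these data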
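Probe or stimulus: acetylcholine, EC20 level; Assay system: human M5 receptor in CHO-K1 cells; Schedule: compound preincubation 140 s before EC20 acetylcholine addition; Technique: intracellular calcium via Fluo-8 fluorescence; Dosing: single-point, 3 µM nominal; Read-out basis: percent activation from peak-over-basal fluorescence ratio, scaled EC20-to-EC100 acetylcholine; Repeats: one well per compound, no replicates.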
CHRM5 antagonist = antagonists of human muscarinic M5 receptor (CHRM5); P08912; CHO-hM5 cells, Fluo-8 calcium fluorescence, ACh EC80; inhibition, % at 3 µM; 360,000 compounds, 0.59% hits; AID 624040;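 active = inhibition above a per-plate cutoff, the mean of that plate's test compounds plus 3 SD, cut at about 27% in these data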;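 note: 0% = acetylcholine EC80 with DMSO and 100% = DMSO without agonist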
M1 antag = blocks human M1 muscarinic receptor | P11229 | inhibition, % at 3 µM | CHO-K1 hM1, Fluo-8 calcium fluorescence, ACh EC80 antagonist | 360,000 compounds, 1.3% hits;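 active = percent inhibition above its own plate's cutoff, namely the mean of that plate's compound wells plus 3 SD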;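 note: peak over basal fluorescence ratio during 140 s after agonist addition; 0% = ACh EC80 plus DMSO and 100% = DMSO alone without agonist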
* = called active by the depositor; x = no result given; & = joins results of further samples. Random draw from the library, and some 2.8% of all compounds hit somewhere here.

SMILES	CRFBP-R2 agonist	M4 antag	M4 ag	M4 PAM	M1 PAM	CHRM5 agonist	CHRM5 PAM	CHRM5 antagonist	M1 antag
CC(CNC(=O)C1CCCCC1C(=O)O)c1ccccc1 (stereo not given)	-1.2	-5	0	3	1	0	-2	1	0
NC(=O)NC(=O)C(Nc1ccc2c(c1)CCC2)c1ccccc1 (stereo not given)	0.2	1	3	4	9	-7	-6	4	-5
CC(=O)c1ccccc1C(=O)N1CCCC(N2CCN(Cc3ccc4c(c3)OCO4)CC2)C1 (stereo not given)	-1.5	-4	1	-1	11	-5	2	3	-17
Cc1cc(C)c2oc(C(=O)Nc3ccc(S(=O)(=O)Nc4nccs4)cc3)cc(=O)c2c1	1.8	-4	0	-6	3	-7	0	13	-9
CCc1nn(CCCN2CCN(c3cccc(Cl)c3)CC2)c(=O)n1CCOc1ccccc1	1.4&0.5	0&9	16&15	-12&-12	-18&-12	14&7	-17&-10	18&9	9&4
CC(C(=O)c1ccc(Br)cc1)[n+]1cccc(NC(=O)c2ccccc2)c1 (stereo not given)	-1.1	10	1	-16	-18	-8	2	-7	6
COc1cc(Cl)cc(C=O)c1OCC(=O)O	-4.3	1	0	0	5	1	-1	1	2
COc1ccc(/C=N\NC(=O)C2=NNC(=O)C2C)cc1 (stereo not given)	0.0	1	1	-4	1	1	-8	8	-24
CC1CCN(Cc2nnnn2CCCC(=O)N(C)C2CCOC2)CC1 (stereo not given)	-0.5	-17	1	-2	4	-3	4	-12	-3
CC(c1ccco1)N(C(=O)C12CC3(C)CC(C)(CC(C)(C3)C1)C2)c1ccccn1 (stereo not given)	5.3	-3	0	0	5	1	-2	3	0
CC(=O)Oc1ccc2nc(/C=C/c3ccccc3)oc(=O)c2c1	2.5	1	-1	6	6	1	-1	-2	-15
O=C(Nc1ccc2c(c1)OCCO2)c1c(Cl)cccc1Cl	-1.3	7	0	-3	-17	-2	-6	11	32*
O=C(O)c1cccc(CSc2n[nH]c(-c3ccc(Cl)cc3Cl)n2)c1	-0.4	-2	1	5	2	-2	3	10	2
Cc1cccc2sc(N(CCCN(C)C)C(=O)CCc3ccccc3)nc12	4.2	2	24	-13	0	2	-10	2	6
NCC/C=C1/c2ccccc2CSc2ccccc21	-1.5	23	7	-14	-22	-13	-43	34*	69*
COc1cc(-c2nnc(Sc3ccc(C(F)(F)F)cc3[N+](=O)[O-])o2)cc(OC)c1OC	-0.7	-5	2	-6	-4	1	-2	2	11
O=C1N=C(N2CCCCC2)SC1=C1CCCCC1	0.0	14	0	-13	-7	-6	-5	4	10
CCOC(=O)c1c(C)cc(C)[nH]c1=O	-0.8	-7	1	15	19	-3	-3	-3	0
COc1cccc(-c2nnc(SCC(=O)N3CCCC3=O)n2-c2ccccc2)c1	-0.9	-5	6	3	-13	1	4	-11	15
COc1ccc(NC(=O)c2cc(-c3cc(F)ccc3OC(C)C)n[nH]2)c(C)c1	x	-5	15	-9	-22	2	-18	1	23
FC(F)(F)c1ccnc(NCc2ccco2)n1	0.4	-1	1	-5	16	0	4	7	-11
O=C(Cn1cc(C(=O)C2CC2)c2ccccc21)NCc1ccc2c(c1)OCO2	-0.9	1	2	1	6	1	2	-1	-12
CC(C)(CNC(=O)c1ccc(S(=O)(=O)Nc2ccccc2F)cc1)N1CCOCC1	-0.6	-7	1	0	2	1	-2	7	2
Oc1c(Br)cc(Br)c(/C=N/n2c(-c3ccccc3)n[nH]c2=S)c1Br	-1.6	10	2	2	-1	0	-2	9	-4
CCn1nc(NC(=O)c2cccnc2)c2cc3ccccc3nc21	0.3	0	9	0	1	-1	-12	10	0
Cc1ccc(C(=O)NCC(=O)OCC(=O)N2CC(C)OC(C)C2)cc1 (stereo not given)	-0.4	1	1	-1	5	4	5	3	3
O=C(CSc1nnc(-c2ccncc2)n1Cc1ccco1)Nc1ccccc1Cl	-0.1	7	1	5	3	-4	-4	3	0
Cc1ccccc1N1CC(C(=O)N2CC(C)OC(C)C2)CC1=O (stereo not given)	-0.8	-7	1	-3	19	-2	-1	6	-10
CSc1ncccc1C(=O)NNc1cc(Cl)ccc1Cl	-2.1	3	0	-4	6	-4	-2	2	-8
O=C(COc1ccc(Cl)cc1Br)N1CCN(S(=O)(=O)c2ccccc2)CC1	-8.8	5	6	-1	9	-2	1	6	-11
COc1c(C)cccc1C(=O)NC(=S)Nc1cccc2nsnc12	5.7	21	1	12	3	1	7	-6	1
COc1ccc(OC)c(CNC(=O)C(C)n2nc(C)c3c(C)n(-c4ccccc4)nc3c2=O)c1 (stereo not given)	0.3	1	2	-4	-1	-4	1	-4	2
CCOC(=O)c1c(/N=C/N(C)C)sc(C=O)c1-c1ccccc1	-1.7	1	1	5	13	-2	-3	5	-9
C#CCOCCOCCOCCNc1nc(N2CCN(C(=O)Cn3cc(CCO)nn3)CC2)nc(N2CCN(C(=O)[C@H]([C@@H](C)CC)n3cc(CCCCN)nn3)CC2)n1	-1.4	0	2	5	9	2	11	3	0
O=C(O)C1C2C=CC(C2)C1C(=O)N1CCN(CCO)CC1 (stereo not given)	4.4	-2	1	6	10	-3	6	1	-10
C=CCN(c1ccccc1Cl)S(=O)(=O)c1cccc(C(=O)OCC(=O)N(C)C2CCS(=O)(=O)C2)c1 (stereo not given)	-6.7	-11	2	2	18	-3	4	4	-7
Cc1ccc(NC(=O)CSc2nc(=O)n(CCCN3CCOCC3)c3c2CCCC3)cc1F	-4.0	5	0	-6	-14	-5	5	2	18
Cc1cccc(C(=O)NCc2ccc(S(N)(=O)=O)cc2)c1[N+](=O)[O-]	10	8	0	-2	-2	1	-2	0	8
COc1ccccc1C(=O)NCCC(=O)NCCc1ccccc1	-1.0	-3	1	0	4	1	-2	-12	3
Cc1ccc(-c2cc(C(=O)N/N=C/C=C/c3ccccc3)n[nH]2)s1	3.3	-7	3	2	6	0	-6	3	-4
Cc1noc(C)c1COC(=O)C1(c2cccc(F)c2)CCCC1	-2.5	1	0	2	0	-12	-13	6	-25
CCCCN(C=O)c1c(CC)nc2c(OCCn3cccc3)cccn12	x	8	0	0	-7	-2	1	2	-6
C[C@H]1CN([C@@H](C)CO)C(=O)CCCn2nncc2CO[C@H]1CN(C)S(=O)(=O)c1ccc(Cl)cc1	3.4	-7	0	4	7	-1	0	-5	-15
O=C(CCCOc1ccc(Cl)cc1Cl)Nc1ccccc1C(=O)O	-0.9	3	-1	9	6	0	-9	12	-13
CC(C)NC(=O)CS(=O)(=O)c1ccccc1	-3.3	6	2	0	-4	3	10	2	9

Random excerpt: five entries already listed.
SMILES	CRFBP-R2 agonist	M4 antag	M4 ag	M4 PAM	M1 PAM	CHRM5 agonist	CHRM5 PAM	CHRM5 antagonist	M1 antag
O=C(O)C1C2C=CC(C2)C1C(=O)N1CCN(CCO)CC1 (stereo not given)	4.4	-2	1	6	10	-3	6	1	-10
C#CCOCCOCCOCCNc1nc(N2CCN(C(=O)Cn3cc(CCO)nn3)CC2)nc(N2CCN(C(=O)[C@H]([C@@H](C)CC)n3cc(CCCCN)nn3)CC2)n1	-1.4	0	2	5	9	2	11	3	0
CC(C)NC(=O)CS(=O)(=O)c1ccccc1	-3.3	6	2	0	-4	3	10	2	9
C=CCN(c1ccccc1Cl)S(=O)(=O)c1cccc(C(=O)OCC(=O)N(C)C2CCS(=O)(=O)C2)c1 (stereo not given)	-6.7	-11	2	2	18	-3	4	4	-7
Cc1cccc(C(=O)NCc2ccc(S(N)(=O)=O)cc2)c1[N+](=O)[O-]	10	8	0	-2	-2	1	-2	0	8

Following part
SMILES	CRFBP-R2 agonist	M4 antag	M4 ag	M4 PAM	M1 PAM	CHRM5 agonist	CHRM5 PAM	CHRM5 antagonist	M1 antag
CC1(C(=O)O)Sc2[nH]c(=O)sc2C2c3ccccc3OC(=O)C21 (stereo not given)	1.2	2	0	0	13	-3	-11	10	-17
Cn1c(N2CCCC2)nc2c1c(=O)[nH]c(=O)n2C	-1.2	1	0	2	0	-5	3	4	-3
COc1cc(OC)cc(C(=O)Nc2cccc(C(C)=O)c2)c1	0.5	13	2	-6	8	2	-8	5	-11
Cc1nn(Cc2ccc(F)cc2)c2sc(C(=O)Nc3nccs3)cc12	0.8	-2	4	-4	5	-5	-11	5	0
CC1CCCN(C(=O)c2cc3c(=O)n4ccccc4nc3s2)C1 (stereo not given)	-1.4	-7	2	1	13	-1	1	3	-14
CCCCCN(C(=O)CCC(=O)OCC(=O)N1CCC(C)CC1)c1c(N)n(CCCC)c(=O)[nH]c1=O	-0.4	6	0	-3	3	-1	-4	3	1
C[C@@H]1CCC[C@@]2(O[C@@H](CCO)C[C@H](O)[C@H]2O)O1	0.9	-1	0	-1	7	4	12	-1	-3
CC1(C(=O)NNC(=O)c2ccc([N+](=O)[O-])cc2)CC1(Br)Br (stereo not given)	1.4	-12	2	-1	24	-3	6	3	-20
CN(c1ccc(OCC(=O)OCC(=O)Nc2ccc(Br)cc2)cc1)S(=O)(=O)c1cccs1	-1.1	-5	10	-9	-1	2	-11	7	8
CCC[C@@H]1CCCO[C@@](C(=O)NCc2ccc(S(C)(=O)=O)cc2)(C(F)(F)F)C1	-5.2	-14	2	18	12	-12	16	-12	2
COC(=O)c1ccc(COC(=O)CNC(=O)c2ccc(C)s2)cc1	-1.9	0	1	2	10	0	-13	5	-9
CN(C)C(=O)c1cccn1-c1ncc(C(F)(F)F)cc1Cl	-1.1	2	0	6	2	-2	-6	0	2
O=C(CCS(=O)(=O)c1ccc(Cl)cc1)Nc1nc(-c2ccncc2)cs1	1.4	-5	11	-7	-6	6	-9	9	0
CCCC(=O)N1CCN(c2ccc(NC(=S)NC(=O)c3cccc(C)c3)cc2)CC1	-1.0	5	4	-2	-2	2	-2	13	5
CCOC(=O)c1c(C)[nH]c(C(=O)COC(=O)CNC(=O)c2ccc(Cl)cc2)c1C	-1.9	7	0	1	0	0	-2	9	1
COc1ccc(CC(=O)Nc2ccc(S(=O)(=O)Nc3onc(C)c3C)cc2)cc1OC	0.0	0	1	1	13	-2	2	1	-12
CCNC(=O)NC(=O)C(C)OC(=O)CCS(=O)(=O)c1ccc(C)cc1 (stereo not given)	0.4	0	0	-6	4	3	5	8	-7
CCOc1ccc(NC(=O)COc2nsnc2N2CCOCC2)cc1	0.3	-6	2	8	-2	-1	-2	3	9
COc1ccc2c(c1)[C@H]1[C@H](CO2)[C@H](c2ccccc2)[C@]2(C)C(=O)Nc3ccc(C)cc3C(=O)N12	0.0	-2	1	-7	-9	-10	-7	10	7
CCOC(=O)Cn1c(=O)oc2cc(S(=O)(=O)Nc3c(C)cc(C)cc3C)ccc21	9.6	0	10	-7	-7	11	-12	-1	9
COc1ccc(NC(=O)NC(C)C2CC3CCC2C3)cc1 (stereo not given)	-0.4	-11	1	3	7	-1	-3	-3	-2
Cc1cccc(-n2c(SCC(N)=O)nc3c(c2=O)C2(CCCC2)Cc2ccccc2-3)c1	4.7	8	-2	-1	0	-1	3	-2	5
Cc1nc2ccc(NC(=S)N3CCN(c4ccccn4)CC3)cc2nc1C	-5.8	-2	2	-2	-5	2	-7	-1	12
CC(=O)n1cc([C@H]2C=C(C(=O)N3CCN(Cc4ccc5c(c4)OCO5)CC3)O[C@@H](OCCCCO)C2)c2ccccc21	-1.4	-18	13	7	6	1	-5	6	-13
Cc1cc(NC(=O)CCC(=O)N(Cc2ccco2)C(C)(C)C(=O)NC2CCCCC2)no1	0.7	-13	0	-1	13	1	4	-6	-14

Assay outcomes from PubChem.
